Assay outcomes (PubChem BioAssay)
TRPV1 agonist – HTS Assay for Compounds that Act as Agonists of the Vanilloid Receptor 1; Transient receptor potential cation channel subfamily V member 1 (Homo sapiens), Q8NER1; TRPV1-expressing cells, Fluo-8 calcium influx, agonist mode; activation, % at 8.33 µM; hit rate 0.19% among 320,000; in the data active means activation above about 80%; inconclusive means between about 30% and that limit; further: 0% is about no effect
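Cells expressing TRPV1 were dye-loaded with Fluo-8 and read kinetically: 10 s baseline, 3 min after compound (agonist portion), then 2 min after EC20 capsaicin (allosteric enhancer portion). Calcium-bound dye fluorescence at 480/520 nm.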
BRCA1 expr act – qHTS Assay to Identify Small Molecule Activators of BRCA1 Expression; MCF7-BRCA1-FFLuc reporter, luminescence, 48 h; response scale: scaled: vehicle 0%, 10 µM genistein 100%; Potency, µM (highest dose often 46.1 µM), for the others: top-dose activation, actives largely listed as activators; hit rate 1.1% among 380,000; further: potency means the concentration at half of the fitted maximal effect; nearly all actives have a fitted effect of over 80% in size; some results filed as inactive show a strong effect at the top dose
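Using MCF7 cells harboring a BRCA1 firefly luciferase reporter, plated 2 h before compound pinning, the screen measured luminescence after 48 h incubation. Responses were normalized to DMSO and 10 microM genistein, then fitted for concentration-effect.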
NPC1 promoter act – qHTS Assay for NPC1 Promoter Activators | Huh7 NPC1 promoter luciferase reporter, 24 h | hit rate 2.4% among 320,000 | AID 485313, 2010 | Potency, µM (doses to about 9.22 µM), for inactives: at the highest dose activation, usual class: activators;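 further: potency means the concentration at half of the fitted maximal effect; % of control where 0% means no effect; nearly all actives have a fitted effect of over 60% in size; reporter is driven by a mutant NPC1 promoter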
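Compounds in DMSO were transferred onto Huh7 NPC1-luciferase reporter cells pre-incubated 2 h; after 24 h at 37 °C, Amplite reagent was dispensed and luminescence recorded 10 min later.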
ELG1 genotoxic – qHTS screen for small molecules that induce genotoxicity in human embryonic kidney (HEK293T) cells expressing luciferase-tagged ELG1; hit rate 1.3% among 330,000; HEK293T ELG1-luciferase reporter, luminescence, 16 h; AID 504466, 2011; Potency, µM (series often up to 46 µM), for the others: at the top dose activity change, positive = activation, most hits filed as activators; further: potency means the concentration at half of the fitted maximal effect; % of control where 0% means no effect; nearly all actives have a fitted effect of over 60% in size
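Screening used a luciferase reporter fused to human ELG1 in HEK293T cells. Luminescence was read on a CCD plate imager after 16 hr exposure and 30 min ONE-Glo incubation.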
ELG1 DNA repair – qHTS screen for small molecules that inhibit ELG1-dependent DNA repair in human embryonic kidney (HEK293T) cells expressing luciferase-tagged ELG1; HEK293T ELG1-luciferase reporter, luminescence, 16 h; DNA damage induced by 5-fluorouridine; hit rate 2.3% among 330,000; Potency, µM (titrated, usually from 46.1 µM), without a hit: top-dose activity change, negative = inhibition, most hits filed as inhibitors; further: potency means the concentration at half of the fitted maximal effect; on the % scale 0 is the no-effect control and ±100 the full control effect; nearly all actives have a fitted effect of over 55% in size
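Luminescence from the luciferase reporter, measured 30 min after ONE-Glo reagent at room temperature, was the read-out. Beforehand, 2,000 cells per well were exposed for 16 hr at 37 °C to 5-fluorouridine together with compound or vehicle.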
FLuc counter – qHTS profiling assay for firefly luciferase inhibitor/activator using purifed enzyme and Km concentrations of substrates (counterscreen for miR-21 project); hit rate 6.9% among 360,000; AID 588342, 2011; purified FLuc, Km substrates, luminescence inhibition; Luciferin 4-monooxygenase (Photinus pyralis), P08659; Potency, µM (highest dose often 57.5 µM), for the others: at the top dose activity change, negative = inhibition, actives largely listed as inhibitors;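 further: potency means the concentration at half of the fitted maximal effect; plate controls were vehicle for no effect and reference inhibitor for full effect; nearly all actives have a fitted effect of over 55% in size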
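Biochemical qHTS of compounds, final roughly 60 µM downward over six points, against 10 nM purified firefly luciferase using Km concentrations of substrates (10 uM D-luciferin, 10 uM ATP) in Tris acetate pH 7.5 buffer; luminescence output.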
VP16 counter – VP16 counterscreen qHTS for inhibitors of ROR gamma transcriptional activity | Drosophila S2 Gal4-VP16 UAS-luciferase, luminescence, 20 h | hit rate 3.5% among 310,000 | Potency, µM (top dose mostly 53.6 µM), inactives show at the top dose activity, negative = inhibition, most hits filed as inhibitors | AID 2546, 2010;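 further: Gal4-VP16 expression switched on by copper sulfate through the metallothionein promoter; potency means the concentration at half of the fitted maximal effect; on the % scale 0 is the no-effect control and ±100 the full control effect; nearly all actives have a fitted effect of over 50% in size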
Tb PFK inh – qHTS Assay to Find Inhibitors of T. brucei phosphofructokinase | hit rate 0.17% among 330,000 | ATP-dependent 6-phosphofructokinase (Trypanosoma brucei brucei), O15648 | T. brucei PFK, ADP-Glo luminescence | Potency, µM (titrated, usually from 57.5 µM), without a hit: at the highest dose activity, negative = inhibition, hits mostly inhibitors;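 further: potency means the concentration at half of the fitted maximal effect; 0% = uninhibited 1x PFK enzyme wells and -100% = no-enzyme wells; nearly all actives have a fitted effect of over 60% in size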
Target sequence (O15648 whole entry, looked up): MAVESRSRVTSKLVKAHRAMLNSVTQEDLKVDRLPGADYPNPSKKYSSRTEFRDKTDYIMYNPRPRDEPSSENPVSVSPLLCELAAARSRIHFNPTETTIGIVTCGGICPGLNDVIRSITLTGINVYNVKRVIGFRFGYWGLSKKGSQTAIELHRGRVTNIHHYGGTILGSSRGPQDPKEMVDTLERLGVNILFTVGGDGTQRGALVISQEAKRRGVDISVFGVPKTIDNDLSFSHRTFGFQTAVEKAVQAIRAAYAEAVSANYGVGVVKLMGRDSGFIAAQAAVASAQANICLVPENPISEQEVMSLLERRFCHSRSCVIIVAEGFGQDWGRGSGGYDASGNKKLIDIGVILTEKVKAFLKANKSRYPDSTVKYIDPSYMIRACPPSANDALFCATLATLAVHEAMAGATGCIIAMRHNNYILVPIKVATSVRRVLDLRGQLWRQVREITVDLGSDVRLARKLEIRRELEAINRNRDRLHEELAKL
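In TEA buffer at pH 8.0 with 5 mM MgCl2, enzyme (1.25 nM) converted F6P (0.5 mM) and ATP (0.1 mM) for 45 min at room temperature. ADP product was read by luciferase luminescence.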
p53 reactivation – qHTS assay for re-activators of p53 using a Luc reporter; hit rate 0.063% among 320,000; AID 504706, 2011; Potency, µM (series often up to 92.2 µM), inactives show at the highest dose activity change, positive = activation, hits mostly activators; H1299 p53-A138V BP100-luciferase reporter, luminescence, 24 h; further: potency means the concentration at half of the fitted maximal effect; % of control where 0% means no effect; nearly all actives have a fitted effect of over 45% in size
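H1299 (p53-null), stable ts p53-A138V + BP100-Luc; 1000 cells/well, Opti-MEM/10% FBS; cpd 4 pt, 1:5; 24 h, 37 deg C, 5% CO2; detection reagent 10 min RT; luminescence.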
RORg inh – qHTS for inhibitors of ROR gamma transcriptional activity. Nuclear receptor ROR-gamma (Mus musculus), P51450. Drosophila S2 Gal4-RORgamma UAS-luciferase reporter, 20 h. Potency, µM (doses to about 53.6 µM), for inactives: at the top dose activity change, negative = inhibition, hits mostly inhibitors. hit rate 5.4% among 310,000. AID 2551, 2010; further: potency means the concentration at half of the fitted maximal effect; on the % scale 0 is the no-effect control and ±100 the full control effect; nearly all actives have a fitted effect of over 60% in size
Target sequence (P51450 whole entry, looked up, the tested form may be a part): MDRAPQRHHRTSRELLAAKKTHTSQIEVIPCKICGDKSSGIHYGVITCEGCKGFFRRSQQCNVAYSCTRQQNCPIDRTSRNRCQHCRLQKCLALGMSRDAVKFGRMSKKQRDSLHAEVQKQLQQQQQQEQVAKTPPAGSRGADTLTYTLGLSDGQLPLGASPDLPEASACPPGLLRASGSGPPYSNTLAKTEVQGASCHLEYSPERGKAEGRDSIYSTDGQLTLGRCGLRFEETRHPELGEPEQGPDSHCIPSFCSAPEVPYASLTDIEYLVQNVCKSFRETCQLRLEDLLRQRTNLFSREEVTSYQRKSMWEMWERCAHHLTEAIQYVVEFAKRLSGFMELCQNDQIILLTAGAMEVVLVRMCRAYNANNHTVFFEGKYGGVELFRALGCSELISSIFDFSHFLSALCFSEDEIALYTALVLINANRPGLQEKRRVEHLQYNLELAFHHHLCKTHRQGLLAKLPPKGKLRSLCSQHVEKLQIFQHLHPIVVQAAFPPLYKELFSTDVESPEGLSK
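Drosophila S2 cells stably expressing Gal4-DBD/mouse RORγ fusion under metallothionein promoter plus UAS-luciferase; compound 1 h, then 700 uM CuSO4 induction for 20 h at ambient temperature; inhibition read as reduced luminescence.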
Rab9 prom act – qHTS Assay for Rab9 Promoter Activators | Potency, µM (series often up to 9.22 µM), inactives show at the highest dose activation, negative = inhibition, most hits filed as activators | hit rate 2.8% among 320,000 | Huh7 Rab9 promoter-luciferase reporter, luminescence, 24 h; further: potency means the concentration at half of the fitted maximal effect; % of control where 0% means no effect; nearly all actives have a fitted effect of over 60% in size
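Quantitative HTS format; Huh7 Rab9-luciferase reporter cells (1500/well) receive compound 2 h post-plating, incubate 24 h at 37 °C, then get luciferase reagent for 10 min before luminescence reading.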
Active calls of the source: *; ? = inconclusive; nt = no result given; [ ] = remark or other dose. Unless noted, the call rests on the fitted dose curve; in most records, active means well fitted curve in the direction sought with a large enough effect; inconclusive means small, poorly fitted or top-dose-only effect, or another doubt; inactive means no such curve, though single readings can be large; an effect the other way counts as inactive or inconclusive.

Value order: FLuc counter | Tb PFK inh | TRPV1 agonist | ELG1 genotoxic | Rab9 prom act | ELG1 DNA repair | BRCA1 expr act | NPC1 promoter act | VP16 counter | RORg inh | p53 reactivation
> CCn1c(SCC(=O)NNC(=O)c2ccc(OC)cc2)nnc1C(C)C
 : 3.3% | 0.3% | -3.0 | 0.2% | 0.0% | 0.0% | 0.5% | -0.8% | -8.7% | -32.5% | -2.5%
> COc1ccc(CCNC(=O)C(=O)NCc2ccc(Cl)cc2)cc1OC
 : -2.1% | -0.1% | -1.0 | ? | 2.4% | -19.0% | 10.6% | -2.0% | -3.7% | 47.7% | -3.2%
> O=C(Nc1ccon1)c1ccccc1F
 : 2.1% | 1.9% | -0.2 | 2.0% | -0.9% | 6.3% | 0.0% | -2.4% | 9.7% | 12.4% | 0.5%
> CCOC(=O)N1CCC(NC(=O)c2cnn3c(C(F)(F)F)cc(-c4cccc(OC)c4)nc23)CC1
 : 13.9% | -1.9% | 2.1 | 0.5% | 3.7% | -23.4% | -35.5% | 1.3% | -3.0% | 0.2% | -1.9%
> CCC(C)(C)NC(=O)CN(C(=O)CNS(=O)(=O)c1ccc(F)cc1)c1ccc2c(c1)OCCO2
 : -1.3% | -1.7% | 8.4 | ? | 4.6% | -5.8% | -1.0% | -2.6% | -4.1% | 25.5% | -2.2%
> O=C(NNC(=O)c1cc([N+](=O)[O-])ccc1Cl)c1cccnc1
 : -2.3% | 1.5% | 0.3 | 6.2% | -0.6% | 1.2% | -2.0% | 1.3% | 1.4% | -17.2% | 10.5%
> Nc1c(Cl)c(Cl)nc(C(=O)OCC(=O)NCc2ccccc2)c1Cl
 : -0.4% | 1.5% | 0.0 | -0.5% | 2.1% | ? | -10.1% | -0.6% | nt | nt | -0.9%
> Cc1cccc(NCc2ccc([N+](=O)[O-])s2)c1
 : -0.5% | ? | -5.5 | 1.3% | 3.9% | ? | 17.0% | 0.0% | 5.7% | 14.7% | nt
> CCCNC(=O)OC[C@H]1O[C@H](CCO/N=C(\C)CCN2CCc3nc(-c4ccccc4)c(-c4ccccc4)cc3C2)C=C[C@@H]1Oc1ccc(OC)cc1
 : 4.1% | 0.9% | 4.7 | -7.5% | -5.1% | 6.51µM* | nt | -6.0% | -10.5% | 37.7% | -3.4%
> O=c1[nH]c2ccccc2c2oc(CCl)nc12
 : 2.8% | -5.0% | nt | -2.8% | -3.8% | ? | -18.7% | 3.0% | -4.6% | 17.7% | -2.5%
> CN(CC(=O)Nc1cccc(F)c1)C(=O)CNC(=O)Cc1cccc2ccccc12
 : 2.0% | -7.5% | 1.6 | 1.2% | 1.0% | 18.6% | -41.4% | -5.7% | nt | nt | 3.2%
> O=C1Nc2ccccc2/C1=N/c1sc2c(c1C(=O)NCCc1ccccc1)CCCC2
 : ? | 7.2% | 13.1 | ? | 13.0% | ? | -23.5% | -2.2% | ? | 17.3% | ?
> CCCCn1c(N)c(N(CC(C)C)C(=O)c2cc(-c3ccc(OC)c(OC)c3)nc3ccccc23)c(=O)[nH]c1=O
 : -33.4% | -1.6% | 6.6 | -3.2% | -0.5% | -27.4% | -41.3% | -0.6% | nt | nt | -3.5%
> COc1ccc(NC(=O)c2cc(-c3ccncc3)nc3ccccc23)c(OC)c1
 : nt | 0.0% | nt | -4.4% | nt | ? | -33.1% | nt | nt | nt | -6.8%
> COc1cc(OC)c(NC(=O)c2ccco2)cc1Cl
 : -6.0% | -0.9% | 16.6 | 11.0% | 7.5% | 8.1% | -51.5% | 11.7% | -1.9% | 20.9% | 5.8%
> O=C(O)CSc1nc(-c2ccccc2)nc2c1oc1ccccc12
 : 21.3µM* | 3.2% | 4.0 | -0.3% | -2.9% | 0.0% | 1.1% | 3.0% | -5.5% | 3.2% | 1.1%
> C[C@H](CO)N1C[C@H](C)[C@@H](CN(C)C(=O)Nc2ccc(C(F)(F)F)cc2)Oc2ccc(NC(=O)Nc3ccc(C(F)(F)F)cc3)cc2C1=O
 : nt | 1.8% | nt | -1.6% | nt | -11.4% | -52.9% | nt | nt | nt | 9.8%
> COc1cc(CNc2ncn[nH]2)ccc1OCc1ccccc1C
 : ? | 2.0% | 21.6 | ? | ? | ? | 70.9% | 19.3% | -4.3% | 12.6% | 8.6%
> O=c1c2ccccc2c(-c2ccccc2)nn1-c1ccc(Cl)c(Cl)c1
 : 4.7% | -4.9% | -1.9 | -2.1% | -1.0% | -8.5% | -26.1% | -2.2% | -0.3% | -1.9% | 13.5%
> CCOC(=O)C1=C(C)C(c2ccccc2OC)NC(=O)N1 (centres undefined)
 : -6.6% | nt | -3.7 | nt | nt | nt | 0.4% | nt | -5.3% | 1.8% | nt
> COC(=O)c1ccc(OCC(=O)NC2CCCCCC2)cc1
 : -0.6% | 0.8% | ? | -3.6% | 7.8% | -5.0% | 20.5% | 4.2% | -1.8% | ? | -8.2%
> O=C1NC(=Nc2ccccc2)S/C1=C\c1cccn1-c1ccccc1
 : 10.7µM* | -2.1% | ? | ? | 24.4% | ? | 8.0% | -1.4% | -22.2% | ? | 17.4%
> O=C(CN1CCN(c2ccccc2O)CC1)NC(=O)NC1CCCC1
 : 0.0% | -0.7% | 1.8 | -5.3% | -6.1% | -21.3% | -1.1% | -0.7% | -10.7% | 8.3% | 14.4%
> COCCCNC(=O)c1sc2ncn(CC(=O)Nc3ccc(C)c(Cl)c3)c(=O)c2c1C
 : 0.0% | -3.4% | 0.0 | 0.7% | -3.2% | ? | 0.0% | -9.8% | -11.5% | ? | 3.2%
> CN(C)S(=O)(=O)c1ccc(Cl)c(C(=O)NC2CCN(Cc3ccccc3)C2)c1 (centres undefined)
 : 1.5% | -1.1% | 2.5 | -0.5% | -4.6% | 2.2% | -1.3% | -5.1% | -2.9% | -2.5% | -0.2%
> Cc1ccc(S(=O)(=O)c2c(C)cc(C)nc2Cl)c(C)c1
 : -9.8% | -6.4% | 4.3 | 29.9% | -4.2% | 10.9% | 1.0% | -0.5% | -2.1%[0.365 µM] | 4.6% | -2.6%
> COC(=O)Cn1cnc2c(nnn2-c2ccc(F)cc2)c1=O
 : 0.0% | -3.9% | -2.8 | -5.0% | -0.9% | 14.1% | -16.0% | 1.4% | -3.2% | -0.2% | 7.7%
> CC(C)c1ccc(C(=O)N2CCCN(C(=O)c3ccc(C(C)C)cc3)CC2)cc1
 : 5.0% | -18.8% | 1.0 | -1.4% | -0.1% | -14.9% | -31.1% | -2.8% | 6.2% | 41.2% | -9.0%
> COc1ccc(C(=O)Nc2nc(C)c(C(C)=O)s2)cc1S(=O)(=O)N1CCOCC1
 : -0.3% | -2.8% | 0.5 | 4.2% | -2.6% | 7.8% | -19.0% | -1.9% | nt | nt | 2.3%
> N#CCCN(C(=O)COc1ccc(F)cc1Br)c1ccccc1F
 : 1.2% | 0.6% | 2.1 | -5.4% | -1.3% | -14.7% | -9.7% | -3.2% | 4.6% | 13.7% | 9.7%
> Cc1nc(COC(=O)c2c(C)nn(-c3ccccc3)c2C)cs1
 : ? | 2.1% | 12.6 | ? | 23.0% | ? | 12.6µM* | 28.9% | 6.0% | 18.4% | 14.1%
> CSc1nnc(Cn2c(=O)sc3ccccc32)n1-c1cccc(Cl)c1
 : -1.8% | -3.6% | 6.8 | 0.5% | -5.7% | 11.4% | -35.6% | 0.7% | -2.3% | 11.7% | -17.8%
> Fc1ccc(-c2ccc(Nc3cccc(F)c3)nn2)cc1
 : ? | 0.3% | -0.4 | 6.4% | ? | ? | ? | ? | -0.5% | -6.0% | 3.1%
> O=C(CSc1nc2[nH]ncc2c(=O)[nH]1)c1ccc(Cl)cc1
 : -2.3% | -1.6% | 0.2 | 3.5% | -6.2% | 7.1% | nt | -1.9% | 1.5% | 29.0% | 4.0%
> CN(CC(=O)NCc1ccc(Cl)cc1)S(=O)(=O)c1cccs1
 : 0.7% | -3.4% | 1.4 | 4.5% | 0.4% | ? | -12.6% | 6.4% | 24.2% | 21.2% | 2.8%
> CCCn1cnc2cc(NC(=O)c3cccs3)ccc21
 : 10.7µM* | -0.2% | -0.3 | 12.5% | 2.82µM* | ? | ? | ? | 4.4% | 30.6% | 7.1%
